# Screens as filed in PubChem.
# KCNH2 3.1 block – inhibitors of human KCNH2 3.1 potassium channel isoform; hit rate 0.95% among 340,000; AID 720553; U2OS KCNH2 3.1, thallium flux FluxOr; stronger effect = lower value; activity change, % (tested at about 1.8 µM);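 active = maximum activity change below -70%; inconclusive = maximum activity change from -70% to -50%; inactive = maximum activity change above -50%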;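 note: thallium influx rate constant from kinetic fluorescence after stimulation buffer; % is set by controls: 0 for no effect and ±100 for the full control effect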
#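 FluxOr-based Tl+ influx in U2OS cells transduced with KCNH2 3.1 virus; rate constants normalized to DMSO controls.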
# MBNL1-CUG inh – MBNL1-poly(CUG) RNA binding inhibition; TR-FRET MBNL1-His/biotin-(CUG)12 binding, 665/545 ratio; AID 2675; Potency, µM (top dose mostly 57.5 µM), for inactives: at the highest dose activity change, negative = inhibition, actives largely listed as inhibitors; Q9NR56; hit rate 0.036% among 280,000; active = well fitted inhibition curve with a large enough effect in the signal ratio, with a control signal flat, not every such curve was filed as active; inconclusive = small, poorly fitted or top-dose-only effect, or effect the other way, or a change in a side signal; inactive = no such curve, though single readings can be large or run the other way; the % refers to the signal ratio; note: potency is the fitted concentration of half-maximal effect; % is set by controls: 0 for no effect and ±100 for the full control effect
# Target sequence (Q9NR56 whole entry, looked up): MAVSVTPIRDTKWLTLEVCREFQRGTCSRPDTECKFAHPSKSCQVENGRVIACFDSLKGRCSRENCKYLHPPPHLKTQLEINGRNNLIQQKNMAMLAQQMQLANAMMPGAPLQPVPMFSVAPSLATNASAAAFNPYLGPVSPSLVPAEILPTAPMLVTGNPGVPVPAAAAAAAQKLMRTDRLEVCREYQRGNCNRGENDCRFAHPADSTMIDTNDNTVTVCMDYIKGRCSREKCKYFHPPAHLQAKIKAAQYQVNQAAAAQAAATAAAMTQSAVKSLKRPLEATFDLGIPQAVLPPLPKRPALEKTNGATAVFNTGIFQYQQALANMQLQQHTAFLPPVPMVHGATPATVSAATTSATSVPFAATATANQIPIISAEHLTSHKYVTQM
#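 Compounds (final 92 nM to 58 uM) are added to His-tagged MBNL1 and biotin-(CUG)12, then terbium anti-His antibody and streptavidin-XL665 (5 nM final). After 60 min at room temperature, the 665/545 nm ratio is read.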
# Rab9 prom act – activators of Rab9 promoter; Huh7 Rab9 promoter-luciferase reporter, luminescence, 24 h; Potency, µM (doses to about 9.22 µM), inactives show top-dose activation, negative = inhibition, most hits filed as activators; hit rate 2.8% among 320,000; note: potency is the fitted concentration of half-maximal effect; % of control where 0% means no effect; nearly all actives have a fitted effect of over 60% in size
#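 Cell-based reporter: Huh7 stable for Rab9 promoter-driven luciferase, plated in reduced-serum medium with 10% FBS at 1500 cells/well, compound-treated 24 h at 37 °C, luminescence read after 10 min reagent.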
# PKM2 act – PKM2 (human) enzyme activation | Potency, µM (titrated, usually from 57.5 µM), without a hit: at the top dose activation, most hits filed as activators | hit rate 0.34% among 260,000 | AID 1631 | P14618 | purified PKM2, Kinase-Glo ATP luminescence, activation; response scale: 0% is enzyme alone, no compound; note: potency is the fitted concentration of half-maximal effect; % is set by controls: 0 for no effect and ±100 for the full control effect; nearly all actives have a fitted effect of over 55% in size
#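 Purified hPK-M2 (>95%) run at intermediate activity with 0.1 mM ADP and 0.5 mM PEP in 50 mM imidazole pH 7.2, KCl, MgCl2; 1 h room temperature. ATP formed read by Kinase-Glo luminescence; normalized to uninhibited and no-enzyme controls.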
# FLuc counter – firefly luciferase modulation, counter-screen for miR-21 project; AID 588342; Potency, µM (doses to about 57.5 µM), inactives show top-dose activity change, negative = inhibition, usual class: inhibitors; purified FLuc, Km substrates, luminescence inhibition; P08659; hit rate 6.9% among 360,000;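 note: potency is the fitted concentration of half-maximal effect; plate controls were vehicle for no effect and reference inhibitor for full effect; nearly all actives have a fitted effect of over 55% in size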
#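 Purified P. pyralis luciferase, 10 nM final, with Km-level 10 uM D-luciferin and 10 uM ATP in 50 mM Tris acetate pH 7.5, 10 mM Mg acetate, 0.01% Tween-20, 0.05% BSA; 6-point qHTS titration about 60 µM downward; luminescence read.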
# ELG1 repair inh – ELG1-dependent DNA repair inhibition. hit rate 2.3% among 330,000. HEK293T ELG1-luciferase reporter, luminescence, 16 h; DNA damage induced by 5-fluorouridine. Potency, µM (series often up to 46.1 µM), for inactives: at the highest dose activity change, negative = inhibition, hits mostly inhibitors; note: potency is the fitted concentration of half-maximal effect; % is set by controls: 0 for no effect and ±100 for the full control effect; nearly all actives have a fitted effect of over 55% in size
#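 Step one: seed 2,000 cells per well. Step two: pin-transfer compound or DMSO alongside 5-fluorouridine. Step three: incubate 16 hr, 37 °C, 5% CO2. Step four: add ONE-Glo, wait 30 min, read luminescence.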
# RORgamma inh – inhibitors of mouse ROR gamma transcriptional activity | P51450 | Drosophila S2 Gal4-RORgamma UAS-luciferase reporter, 20 h | Potency, µM (highest dose often 53.6 µM), for inactives: at the top dose activity change, negative = inhibition, most hits filed as inhibitors | hit rate 5.4% among 310,000; note: potency is the fitted concentration of half-maximal effect; % is set by controls: 0 for no effect and ±100 for the full control effect; nearly all actives have a fitted effect of over 60% in size
# Target sequence (P51450 whole entry, looked up, the tested form may be a part): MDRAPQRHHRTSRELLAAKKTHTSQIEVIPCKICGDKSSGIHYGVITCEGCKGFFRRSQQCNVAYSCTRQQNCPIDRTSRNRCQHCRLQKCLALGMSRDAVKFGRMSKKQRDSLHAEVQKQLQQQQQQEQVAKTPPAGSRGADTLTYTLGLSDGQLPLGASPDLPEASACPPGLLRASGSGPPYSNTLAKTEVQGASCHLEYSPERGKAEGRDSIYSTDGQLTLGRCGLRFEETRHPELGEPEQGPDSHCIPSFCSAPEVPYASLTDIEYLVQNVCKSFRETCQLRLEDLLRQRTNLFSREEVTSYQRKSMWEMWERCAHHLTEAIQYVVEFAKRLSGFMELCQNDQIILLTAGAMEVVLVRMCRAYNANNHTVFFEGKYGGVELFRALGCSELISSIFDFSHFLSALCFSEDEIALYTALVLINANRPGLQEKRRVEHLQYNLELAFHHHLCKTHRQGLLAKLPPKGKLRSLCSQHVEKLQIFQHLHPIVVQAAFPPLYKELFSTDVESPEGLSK
#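 Drosophila Schneider cells stably carrying a metallothionein-driven Gal4 DBD–ROR gamma fusion and a UAS-Photinus luciferase reporter were exposed to compound for 1 hr, then induced with copper sulfate (700 uM final) for 20 hr at ambient temperature before luminescence reading.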
# NPC1 promoter act – activators of NPC1 promoter; Potency, µM (top dose mostly 9.22 µM), inactives show at the highest dose activation, usual class: activators; Huh7 NPC1 promoter luciferase reporter, 24 h; hit rate 2.4% among 320,000;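 note: potency is the fitted concentration of half-maximal effect; % of control where 0% means no effect; nearly all actives have a fitted effect of over 60% in size; reporter is driven by a mutant NPC1 promoter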
#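 Luminescence from an NPC1 promoter-driven luciferase reporter in stably transfected Huh7 cells was measured after 24 h compound treatment at 37 °C, followed by 10 min ambient incubation with luciferase detection reagent.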
# VP16 counter – Gal4-VP16 reporter inhibition counter-screen | Drosophila S2 Gal4-VP16 UAS-luciferase, luminescence, 20 h | AID 2546 | Potency, µM (series often up to 53.6 µM), inactives show at the highest dose activity, negative = inhibition, most hits filed as inhibitors | hit rate 3.5% among 310,000;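 note: Gal4-VP16 expression switched on by copper sulfate through the metallothionein promoter; potency is the fitted concentration of half-maximal effect; % is set by controls: 0 for no effect and ±100 for the full control effect; nearly all actives have a fitted effect of over 50% in size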
# Mito fusion yeast – mitochondrial division inhibition or fusion activation. S. cerevisiae fusion-defective mutant growth rescue, CellTiterGlo 48 h. Potency, µM (titrated, usually from 46.1 µM), without a hit: at the top dose growth rescue (activation), most hits filed as activators. hit rate 0.23% among 320,000. AID 485298;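 note: potency is the fitted concentration of half-maximal effect; % of control where 0% means no effect; nearly all actives have a fitted effect of over 45% in size; temperature-sensitive fusion mutants such as fzo1-1 at 37 °C on non-fermentable ethanol glycerol medium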
#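 Luminescent cell viability in 1536-well qHTS format served as the measure of rescued growth in ts fusion-mutant S. cerevisiae cultured on non-fermentable YPEG for 48 hours at 37C.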
# Menin-MLL TR inh – inhibitors of human menin-MLL interaction, mutant MLL peptide; O00255; Menin + Texas Red MLL mutant peptide, fluorescence polarization; Potency, µM (series often up to 61.6 µM), inactives show at the top dose FP activity change, negative = inhibition, hits mostly inhibitors; hit rate 0.23% among 270,000; active = well fitted inhibition curve with a large enough effect in the polarisation, with a control signal flat, not every such curve was filed as active; inconclusive = small, poorly fitted or top-dose-only effect, or effect the other way, or a change in a side signal; inactive = no such curve, though single readings can be large or run the other way; the % refers to the polarisation; note: potency is the fitted concentration of half-maximal effect; % of control where 0% means no effect; many of its hits are not listed in these tables
# An asterisk follows results filed as active; ? = inconclusive; . = not tested or not shown; & = joins results of further samples; [ ] = another dose, or the depositor's remark. Unless noted, calls come from the whole dose curve; as a rule, active = well fitted curve in the direction sought with a large enough effect; inconclusive = small, poorly fitted or top-dose-only effect, or another doubt; inactive = no such curve, though single readings can be large; an effect the other way counts as inactive or inconclusive. Not all compounds are listed; rates above refer to the full screens.
SMILES,KCNH2 3.1 block,MBNL1-CUG inh,Rab9 prom act,PKM2 act,FLuc counter,ELG1 repair inh,RORgamma inh,NPC1 promoter act,VP16 counter,Mito fusion yeast,Menin-MLL TR inh
CCCCCN(C(=O)CCC(=O)OCC(=O)N1CCCC(C)C1)c1c(N)n(CCCC)c(=O)[nH]c1=O (stereo unspecified),9,0%,-3%,2%,3%,0%,-7%,-3%,0%,-2%,.
Cn1c(Cc2ccccc2)nnc1SCC(=O)N1CCCCC1,1,-2%,-4%,0%,0%,6%,-76%,-3%,12%,-1%,1%
O=C(NCCc1ccc(F)cc1)c1cc([N+](=O)[O-])ccc1N1CCOCC1,-24,.,0%,.,5%,1%,.,1%,.,-2%,.
Cc1ccc2nc(N(CCN(C)C)C(=O)c3cc(Cl)sc3Cl)sc2c1,6,?,17%,-11%,-18%,?,15%,20%,-3%,-3%,-3%
CC(=O)Nc1nnc(SCC(=O)N2CCc3ccccc32)s1,10,1%,-4%,.,-2%,-4%,-21%,0%,6%,2%,5%
COc1ccc(C2=NN(C(=O)CCC(=O)O)C(c3ccccc3)C2)cc1 (stereo unspecified),16,2%,-3%,.,-2%,-4%,-36%,3%,-15%,7%,-20%
CCc1ccc(N2CC(C(=O)NC3CC3)CC2=O)cc1 (stereo unspecified),-1,-7%,1%,6%,2%,5%,2%,1%,-4%,-8%,.
Cc1cc(C(=O)Nc2nnc(C(F)(F)F)s2)cs1,-4,1%,?,-2%,12µM*,?,6%,?,5%,2%,.
CCCCn1c(N)c(N(CCOC)C(=O)COC(=O)Cc2cccc(OC)c2)c(=O)[nH]c1=O,3,.,-2%,.,0%,0%,.,-2%,.,-5%,.
N#Cc1cc([N+](=O)[O-])ccc1NC(=O)COC(=O)C1CC2CCCC(C1)C2=O (stereo unspecified),-14,.,5%,.,0%,9.2µM*,.,5%,.,5%,.
O=C(CSc1nccc(-c2cccs2)n1)Nc1ccccc1,-27,6%,-2%,14%,-3%,-5%,33%,2%,23%,2%,.
CCNC(=O)COC(=O)c1cc(-c2ccccc2)nn1-c1ccccc1,-12,-1%,0%,-6%,1%,11%,21%,0%,4%,2%,-17%
COc1ccc(CC(=O)NCC(=O)NCc2cc(=O)n(C)c(=O)n2C)cc1,0,5%,0%,.,1%,0%,-27%,-1%,17%,-2%,7%
Nc1ccc2nc(-c3ccc(Cl)cc3)[nH]c2c1,20,32%[activator],?,-10%,1.9µM*,?,?,?,?,-2%,?
CCN1CCN(c2nc3c(C)cccn3c(=O)c2/C=C(\C#N)S(=O)(=O)c2ccc(Cl)cc2)CC1,-12,.,0%,1%,-2%,-4%,-8%,-2%,14%,-2%,.
CCOC(=O)C1C(=O)OC2(CCCCC2)C1C(=O)OCC (stereo unspecified),1,-6%,-3%,-12%,3%,25%,23%,-3%,2%,-2%,.
COc1cccc(C=NCCNC(=O)c2nonc2N)c1O,-10,-3%,4%,-5%,1%,1%,?,1%,-18%,1%,4%
Cc1ccc(OCC(=O)NCCN2CCCC2)cc1,-6,2%,-2%,-5%,1%,0%,-9%,0%,-3%,-2%,13%
O=C(c1ccc2c(c1)OCO2)N(c1ccccc1)C1C=CS(=O)(=O)C1 (stereo unspecified),5,-2%,7%,1%,4%,-4%,?,7%,7%,-3%,?
COc1ccc(Cl)cc1C(=O)Nc1nc(C)cc(C)n1,3,-7%,7%,-7%,-5%,-9%,-27%[1.91 µM],7%,-17%,3%,-1%
Cc1ccc(OCC(=O)Nc2ccccc2-c2ccccc2)cc1,-18,3%,?,-1%,15µM*,0%,32%,?,?,?,-8%
Cc1ccc(-c2c[n+](CC(=O)c3ccc(Br)cc3)c3n2CCCCC3)cc1,-15,-6%,-5%,-8%,-5%,?,-7%,-2%,?,7%,?
CNC(=O)CN1C(=O)NC2(CCc3ccccc3C2)C1=O (stereo unspecified),12,.,-3%,2%,0%,1%,16%,-7%,-17%,5%,6%
COc1ccc(N(C(=O)C2COc3ccccc3O2)C(C(=O)NC2CCCCC2)c2ccccc2)cc1OC (stereo unspecified),-2,0%,-9%,5%,-1%,-19%,11%,-1%,-8%,5%,-6%
O=C(NCc1ccc2c(c1)OCO2)C1CCC(=O)N1C1CCCC1 (stereo unspecified),8,0%,-6%,6%,3%,-1%,32%,-4%,-1%[10 µM],-16%,18%

# The listing continues:
SMILES,KCNH2 3.1 block,MBNL1-CUG inh,Rab9 prom act,PKM2 act,FLuc counter,ELG1 repair inh,RORgamma inh,NPC1 promoter act,VP16 counter,Mito fusion yeast,Menin-MLL TR inh
CC(C)c1ccc(-c2nc3ccccc3s2)cc1,10,-5%,-37%[inhibitor],-29%,0.076µM*,?,?,-18%,2µM*,-1%,.
COCCN(C(=O)CCC(=O)Nc1ccccn1)C(C(=O)NC(C)C)c1ccc(Cl)cc1 (stereo unspecified),-16,4%,-8%,-4%,1%,-7%,-1%,-2%,-1%,-4%,0%
CCCCc1c(C)nc2c(OC)cccc2c1SCC(=O)O,17,5%,2%,-7%,0%,?,-6%,-1%,1%,-2%,.
CCOc1ccc(CN2CCNC(=O)C2CC(=O)NCC2CCOCC2)cc1 (stereo unspecified),7,4%,-1%,.,1%,2%,-11%,-3%,-11%,1%,.
CCn1c(SCC(=O)NC(C)(C)C)nnc1-c1ccncc1,13,-10%,0%,0%,0%,-10%,-1%,-3%,-6%,20%,-20%
O=C(COc1ccc(F)cc1)N1CCc2ccccc2C1,-4,-13%,16%,-16%,-17%,?,-8%,5%,-4%,10%,-13%
COc1ccc(NC(=O)C(c2ccc(OC)cc2)N(C)C(=O)Cc2cccs2)cc1 (stereo unspecified),3,-22%,2%,2%,-9%&8%,3%,22%,0%,-3%,-9%,-5%
COc1ccccc1N1C(=O)C2C(C(=O)c3ccccc3)=NN(c3ccccc3OC)C2C1=O (stereo unspecified),-11,25%,-2%,-9%,1%,9%,2%,11%,-1%,-2%,.
Cc1ccc(C(=O)N/C(=C/c2ccco2)C(=O)NCc2ccco2)cc1,-21,8%,0%,8%,?,2%,-9%,-5%,-6%,3%,8%
COc1ccc(S(=O)(=O)N2CCOCC2)cc1NC(=O)C1COc2ccccc2O1 (stereo unspecified),22,.,0%,.,1%,10µM*,.,-4%,.,9%,.
CCCn1nc(Oc2nc(NCC)nc(NCC)n2)ccc1=O,10,12%,-5%,-1%,3%,?,?,-4%,-5%,0%,-25%
Cc1cc(C)c(NC(=O)CSc2nncn2-c2cccnc2)c(C)c1,18,2%,0%,0%,8%,-6%,24%,-3%,0%,-5%,-4%
CCOC(=O)CNc1c(-c2ccc(O)cc2)nc2ccccn12,-1,13%,24%,6%,?,17%,-14%,3%,2%,-4%,2%
COc1ccc(NC(=O)c2cc(Br)c(Br)s2)cn1,-7,7%,17%,3%,?,4%,28%,18%,5%,17%,?
COc1ccc(S(=O)(=O)N2CCc3ccccc3C2)cc1,6,0%,-4%,23%,1%,-10%,16%,-1%,-4%,21%,6%
CCOc1cc(C2NC(=O)NC2=O)ccc1O (stereo unspecified),-21,-2%,0%,-2%,-2%,-1%,-13%,2%,5%,-2%,-14%
COCc1c(Br)c(C)nc(OCC(=O)O)c1C#N,-42,-3%,0%,2%,5%,7%,11%[0.365 µM],-2%,.,-3%,-21%
O=C1NC(c2ccccc2)(C(F)(F)F)SC2=CCCCCN12 (stereo unspecified),15,-18%,-1%,-4%,0%,-8%,-24%,-4%,-7%,1%,2%
CCOc1cc(CNCCO)cc(Br)c1OCc1cccs1,-29,-10%,-4%,8%,-1%,-27%,?,0%,-29%,-9%,7%
CCC(Sc1nc(N)c(NC(=O)c2ccco2)c(=O)[nH]1)C(=O)O (stereo unspecified),.,-2%,7%,2%,-2%,-7%,21%,-3%,-5%,2%,.
O=C1CCN(S(=O)(=O)c2ccc(Cl)cc2)N1,5,-8%,0%,-1%,3%,?,6%,-6%,-5%,-2%,-9%
O=C(Nc1ccc(Br)cc1Br)c1cccc2c1C(=O)N(C1CCCCC1)C2,?,-8%,-1%,.,1%,-3%,1%,-15%,-2%,9%,.
CCCCNC(=S)N1CCN(Cc2ccc3c(c2)OCO3)CC1,-3,.,2%,11%,1%,-5%,37%,1%,4%,-2%,0%
